PME-1 Maybridge: Maybridge compound blocking human PME-1; 16,000 compounds, 0.5% hits; AID 2291; inhibition, % at 9 µM; Q9Y570; recombinant PME-1, FP-Rh probe fluorescence polarization; in the data active = inhibition above about 30%
rat GALR2 agon: GALR2 (rat) receptor agonism; cell-based GALR2 agonist screen; activation, % at 10 µM; 16,000 compounds, 0.5% hits; AID 833; in the data active = activation above about 15%
S1P1 agonist: S1P1 (human) receptor agonism | activation, % at 4.5 µM | P21453 | S1P1 agonist cell-based reporter assay | AID 1044 | 16,000 compounds, 1.5% hits; in the data active = activation above about 80%
Target sequence (P21453 whole entry, looked up): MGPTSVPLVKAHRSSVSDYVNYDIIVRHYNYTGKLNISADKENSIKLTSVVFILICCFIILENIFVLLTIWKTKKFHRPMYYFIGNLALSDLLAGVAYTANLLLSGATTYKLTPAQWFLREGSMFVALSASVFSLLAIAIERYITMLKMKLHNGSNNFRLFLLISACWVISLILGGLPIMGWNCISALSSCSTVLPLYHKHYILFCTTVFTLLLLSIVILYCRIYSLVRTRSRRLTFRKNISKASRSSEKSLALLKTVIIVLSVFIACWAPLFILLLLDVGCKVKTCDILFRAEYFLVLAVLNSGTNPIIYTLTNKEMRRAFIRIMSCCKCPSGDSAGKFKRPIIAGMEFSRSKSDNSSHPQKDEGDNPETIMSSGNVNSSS
Nox1 inh: human Nox1 inhibition; Q9Y5S8; HT29 cells, luminol chemiluminescence ROS; inhibition, % at 6.7 µM; 16,000 compounds, 0.81% hits; AID 1792
Luminol counter: luminol signal inhibition, Nox1 inhibitor counter-screen | inhibition, % at 6.7 µM | AID 1823 | 16,000 compounds, 0.4% hits | HRP/luminol/H2O2 chemiluminescence counterscreen; also: reference of the scale not given here
KOR antag MB: blocks the human kappa opioid receptor, Maybridge compounds | P41145 | OPRK1 cells, antagonist mode, fluorescence readout | inhibition, % at 9 µM | 16,000 compounds, 0.4% hits | AID 652031; in the data active = inhibition above about 50%
NOTCH ag: agonists of NOTCH signaling; 15,000 compounds, 0.4% hits; AID 434982; NOTCH signaling luciferase reporter cells, luminescence; activation, % at 2.5 µM; in the data active = activation above about 2.2%
TLR4-MyD88 inh: blocks binding of human TLR4 to MyD88. O00206. Cell-based TLR4-MyD88 binding inhibition assay. inhibition, % at 10 µM. 16,000 compounds, 0.06% hits. AID 811; in the data active = inhibition above about 45%
* hit, by the source's call; / = not tested or not shown. Rule as the data show it, unless noted: active = inhibition above about 75%; inactive = the rest.

Abbreviations: A = PME-1 Maybridge; B = rat GALR2 agon; C = S1P1 agonist; D = Nox1 inh; E = Luminol counter; F = KOR antag MB; G = NOTCH ag; H = TLR4-MyD88 inh
> CN1CCN(C)c2c1c(=O)c2=O
  A = 3 | B = -1 | C = -17 | D = -21 | E = -7 | F = 8 | G = 0.2 | H = 0

> Cn1nc(-c2ccccc2)cc1NC(=O)Nc1cccs1
  A = 32* | B = -4 | C = -12 | D = -38 | E = 26 | F = 8 | G = -0.1 | H = -2

> O=[N+]([O-])c1cc(C(F)(F)F)ccc1NCCc1ccccc1
  A = 8 | B = -9 | C = 42 | D = -11 | E = -5 | F = -8 | G = -1.3 | H = -2

> Cc1ccc(NC(=O)CCS(=O)(=O)Cc2ccccc2)c(Br)c1
  A = 10 | B = -4 | C = 11 | D = -17 | E = 3 | F = 11 | G = 0.1 | H = 2

> CCc1ccnc(NS(=O)(=O)c2ccc3c(c2)OCCO3)c1
  A = 2 | B = -1 | C = -8 | D = 12 | E = -2 | F = 13 | G = -0.2 | H = -8

> CC(=O)Nc1nc(C)cs1
  A = 8 | B = -6 | C = -6 | D = 14 | E = -9 | F = 11 | G = -0.4 | H = -9

> O=C(O)c1cccc(C(=O)O)n1
  A = 7 | B = -3 | C = -4 | D = -9 | E = -6 | F = 9 | G = -0.2 | H = -5

> Cc1nc(-c2ccc(NC(=O)COCC(=O)O)cc2)cs1
  A = 3 | B = -2 | C = -5 | D = 32 | E = 22 | F = -1 | G = -0.4 | H = 4

> O=c1[nH]ccc2c1c(=O)[nH]c1ccccc12
  A = 2 | B = -11 | C = 62 | D = -15 | E = 1 | F = 16 | G = -0.3 | H = -3

> O=C(O)COCC(=O)Nc1cc(C(F)(F)F)cc(C(F)(F)F)c1
  A = -2 | B = -8 | C = -7 | D = -33 | E = 4 | F = 3 | G = -0.3 | H = 7

> Fc1ccc(Oc2nc(Oc3ccc(F)cc3)nc(N3CCSCC3)n2)cc1
  A = -2 | B = -8 | C = -33 | D = 15 | E = -1 | F = -3 | G = -0.1 | H = -1

> O=C(Nc1ccc(Br)cn1)c1sc2ccccc2c1Cl
  A = 0 | B = -1 | C = 4 | D = -20 | E = -2 | F = 10 | G = 0.2 | H = 0

> COC(=O)c1sccc1N/C=C(\C#N)S(=O)(=O)C(C)(C)C
  A = 0 | B = -6 | C = -29 | D = -20 | E = 2 | F = -1 | G = -0.8 | H = 1

> CN=c1scc(C)n1NC(=O)Nc1ccc(Cl)cc1
  A = -2 | B = -5 | C = 3 | D = 11 | E = 0 | F = 14 | G = -0.2 | H = 3

> O/N=C(/C(=N/O)c1ccco1)c1ccco1
  A = 3 | B = -6 | C = -20 | D = -61 | E = 2 | F = -23 | G = -0.2 | H = 0

> COC(=O)c1sccc1NC(=O)c1c(C)c(=O)on1C
  A = 0 | B = -6 | C = -11 | D = -16 | E = 0 | F = -40 | G = -0.5 | H = -1

> CCOC(=O)c1ccc2nc(-n3cccc3)sc2c1
  A = 1 | B = -8 | C = 29 | D = 23 | E = -3 | F = 9 | G = -0.6 | H = 3

> COc1ccc(C(=O)/C(C#N)=C/N=S(C)(=O)c2ccc(C(F)(F)F)cn2)cc1 (stereo unspecified)
  A = -1 | B = -8 | C = 2 | D = -45 | E = 2 | F = -6 | G = -0.2 | H = 6

> Cc1cc(-c2ccccc2C(=O)NC2CCCCC2)on1
  A = -2 | B = -7 | C = -10 | D = -74 | E = 3 | F = 0 | G = -0.7 | H = 6

> O=C(Nc1ccc(Cl)cc1Cl)c1cccnc1SCCS(=O)(=O)c1ccccc1
  A = -5 | B = -7 | C = 8 | D = -6 | E = -8 | F = -30 | G = -0.4 | H = -9

> O=S(=O)(NCc1csc(-c2cccs2)n1)c1ccccc1
  A = 0 | B = -7 | C = 76 | D = -47 | E = 3 | F = -19 | G = / | H = 11

> COc1cc(C=Nc2ccc(N3N=C(C)CC3=O)cc2)ccc1O
  A = 1 | B = -6 | C = -19 | D = 72 | E = -22 | F = 33 | G = 0.0 | H = -2

> CN(C)/N=C(/Sc1ccc(Br)cc1)c1cc(C(F)(F)F)cc(C(F)(F)F)c1
  A = 1 | B = -12 | C = 9 | D = -36 | E = 3 | F = 1 | G = -0.5 | H = 9

> CC(C)(C)/C=N/NS(=O)(=O)c1ccc(Cl)s1
  A = -3 | B = -8 | C = 1 | D = -10 | E = 0 | F = 14 | G = -0.3 | H = 6

> COC(=O)C(Cc1c[nH]c2ccccc12)NC(=O)C1CCCN1C(=O)OCc1ccccc1 (stereo unspecified)
  A = 3 | B = -7 | C = -11 | D = -13 | E = -1 | F = -17 | G = -0.5 | H = 2

> CN(C)c1ccncc1C(=O)Nc1cc(Cl)cc(Cl)c1
  A = 1 | B = -2 | C = 23 | D = -36 | E = 1 | F = 32 | G = -0.6 | H = 4

> O=C(ON1C(=O)CCC1=O)c1ccccc1Cl
  A = 0 | B = -8 | C = 11 | D = -39 | E = 6 | F = -7 | G = -0.5 | H = 7

> O=C(c1ccco1)c1coc2ccc(O)cc12
  A = -1 | B = -2 | C = 0 | D = -6 | E = 10 | F = -6 | G = -0.1 | H = 0

> O=C(CSc1ccc(Br)cc1)Nc1cccc(OC(F)(F)C(F)F)c1
  A = -58 | B = -3 | C = -25 | D = -26 | E = -2 | F = 4 | G = -0.7 | H = 2

> Cc1cc(N2CCOCC2)n2c(nc3ccccc32)c1C#N
  A = -3 | B = 0 | C = -2 | D = -22 | E = 3 | F = 4 | G = -0.5 | H = -7

Entries of single compounds, looked up by structure. Screens in order: PME-1 Maybridge, rat GALR2 agon, S1P1 agonist, Nox1 inh, Luminol counter, KOR antag MB, NOTCH ag, TLR4-MyD88 inh
O=S(=O)(NCc1csc(-c2cccs2)n1)c1ccccc1 is entered as 0, -7, 76, -47, 3, -19, /, 11
COC(=O)c1sccc1NC(=O)c1c(C)c(=O)on1C is entered as 0, -6, -11, -16, 0, -40, -0.5, -1

7 compounds from above, ordered by the value under TLR4-MyD88 inh, rising:
| Compound | PME-1 Maybridge | rat GALR2 agon | S1P1 agonist | Nox1 inh | KOR antag MB | NOTCH ag | TLR4-MyD88 inh |
| --- | --- | --- | --- | --- | --- | --- | --- |
| Cc1cc(N2CCOCC2)n2c(nc3ccccc32)c1C#N | -3 | 0 | -2 | -22 | 4 | -0.5 | -7 |
| O=C(O)c1cccc(C(=O)O)n1 | 7 | -3 | -4 | -9 | 9 | -0.2 | -5 |
| COC(=O)c1sccc1NC(=O)c1c(C)c(=O)on1C | 0 | -6 | -11 | -16 | -40 | -0.5 | -1 |
| O/N=C(/C(=N/O)c1ccco1)c1ccco1 | 3 | -6 | -20 | -61 | -23 | -0.2 | 0 |
| COC(=O)c1sccc1N/C=C(\C#N)S(=O)(=O)C(C)(C)C | 0 | -6 | -29 | -20 | -1 | -0.8 | 1 |
| Cc1ccc(NC(=O)CCS(=O)(=O)Cc2ccccc2)c(Br)c1 | 10 | -4 | 11 | -17 | 11 | 0.1 | 2 |
| O=C(ON1C(=O)CCC1=O)c1ccccc1Cl | 0 | -8 | 11 | -39 | -7 | -0.5 | 7 |

Continued.
Fields – PME-1 Maybridge | rat GALR2 agon | S1P1 agonist | Nox1 inh | Luminol counter | KOR antag MB | NOTCH ag | TLR4-MyD88 inh
- CS/C(NCc1ccco1)=C(/C#N)S(=O)(=O)c1ccc(Cl)cc1
  -2 | -5 | 10 | -50 | 4 | -12 | 0.1 | -5
- O=C(NCc1ccc(F)cc1F)Nc1cnccc1C(F)(F)F
  4 | -7 | 13 | -24 | -1 | -2 | -0.7 | -4
- NC1=C(c2ccccc2)CC(=O)c2ccccc21
  -96 | -7 | 11 | 25 | 2 | -1 | -0.6 | 4
- COc1ccc(SCCc2nnc(-c3ccccc3)o2)cc1
  1 | -7 | 10 | -27 | 4 | 4 | -0.1 | 0

Compounds as they come. About 4.4% of those tested had a hit in this group.
